ATXN2 expr inh – reduces ATXN2 reporter expression in HEK-293 cells; HEK-293 ATXN2-luciferase reporter, luminescence, 24 h; 360,000 compounds, 0.72% hits; AID 1745845; Potency, µM (doses to about 57 µM), inactives show at the highest dose activity change, negative = inhibition, usual class: inhibitors; also: potency is read from the fitted curve at half-maximal effect; % is scaled to controls: 0 for no effect and ±100 for the full control effect; nearly all actives have a fitted effect of over 55% in size
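qHTS (up to 57 uM final) was run with 24 h compound exposure of reporter cells at 37 °C. Each well was multiplexed: SteadyGlo luminescence measured ATXN2-luciferase expression after a fluorogenic Gly-Phe-AFC viability readout (25 uM final).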
HepG2 tox – counter-screen for TGF-b inhibitors: cytotoxicity in HepG2 cells. HepG2 CAGA-GFP viability, ATP luminescence, 18 h. Potency, µM (titrated, usually from 46.1 µM), for inactives: at the highest dose activity change, negative = cytotoxicity, actives largely listed as cytotoxic. 410,000 compounds, 0.76% hits; also: potency is read from the fitted curve at half-maximal effect; some results filed as inactive show a strong effect at the top dose
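HepG2 CAGA-GFP cells (1000/well, DMEM with 1% FBS) received compound, then TGF-beta at 500 pg/mL final, and were incubated 18 hours at 37 degrees C. Viability was read by CellTiter-Glo luminescence. Media-only wells were set as complete cell-killing and DMSO as no toxicity.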
IL-1B inflam inh – blocks inflammasome-driven IL-1 beta release; THP-1 LPS/ATP IL-1B secretion, AlphaLISA, 16 h; hits give low values; activity change, % at 57.5 µM; 360,000 compounds, 4.7% hits; AID 743279; in the data active = activity change below about -50%; inconclusive = mostly about -30% to -49%; also: % is scaled to controls: 0 for no effect and ±100 for the full control effect
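Secreted IL-1B measured by AlphaLISA bead assay after 16 h compound exposure of THP-1 cells; compounds (final up to 57.5 uM) added 1 h before LPS (250 ng/mL) and ATP (1.25 mM) stimulation; lower signal means less secretion.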
Nrf2 block – Nrf2 pathway inhibition; A549 ARE-Fluc reporter, luciferase luminescence, 18-24 h; Potency, µM (highest dose often 46 µM), inactives show top-dose activity change, negative = inhibition, hits mostly inhibitors; 360,000 compounds, 2.1% hits; also: potency is read from the fitted curve at half-maximal effect; % is scaled to controls: 0 for no effect and ±100 for the full control effect; nearly all actives have a fitted effect of over 60% in size
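Nrf2 function is reported as luminescence of an ARE-controlled luciferase in A549 cells. Compounds were tested at several concentrations, and a CellTiter-Fluor read on the same wells flagged cytotoxicity.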
ATXN viability – viability counter-screen for ATXN expression inhibitors; S2 cells (HEK-293 line with an ATXN2-luciferase reporter) viability, CellTiter-Fluor protease fluorescence, 24 h; 400,000 compounds, 0.49% hits; Potency, µM (top dose mostly 56.7 µM), hits mostly cytotoxic; also: potency is read from the fitted curve at half-maximal effect; nearly all actives have a fitted effect of over 40% in size
TGFb inhibitor – blocks TGF-b signaling. Potency, µM (titrated, usually from 46.1 µM), inactives show at the highest dose activity, negative = inhibition, actives largely listed as inhibitors. HepG2 CAGA-GFP TGF-b/SMAD3 reporter, GFP fluorescence, 18 h; TGF-beta stimulated, 500 pg/mL final. 410,000 compounds, 1.2% hits; also: potency is read from the fitted curve at half-maximal effect; % is scaled to controls: 0 for no effect and ±100 for the full control effect; nearly all actives have a fitted effect of over 65% in size
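HEPG2 CAGA-GFP cells (1000/well, DMEM with 1% FBS) were pre-incubated 2 h at 37 degrees C, given compound by pin tool, then stimulated with TGF-beta at 500 pg/mL final for 18 h before per-cell GFP fluorescence imaging.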
MCF10A rereplic – inducers of DNA re-replication in MCF 10A breast cells. MCF 10A DNA re-replication, Hoechst nuclear intensity, 48 h. Potency, µM (series often up to 46.1 µM), for the others: at the top dose activity, positive = re-replication, usual class: activators. 350,000 compounds, 2.9% hits; also: potency is read from the fitted curve at half-maximal effect; % of control where 0% means no effect; nearly all actives have a fitted effect of over 50% in size
A549 tox – A549 cytotoxicity, counter-screen for Nrf2 inhibitors | A549 ARE-Fluc cells, CellTiter-Fluor viability, 18-24 h | Potency, µM (series often up to 46 µM), for the others: at the highest dose activity change, negative = cytotoxicity, hits mostly inhibitors | 390,000 compounds, 0.16% hits; also: potency is read from the fitted curve at half-maximal effect; % is scaled to controls: 0 for no effect and ±100 for the full control effect
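A549 ARE_Fluc cells in 5% FBS OPTI-MEM were exposed to compounds in concentration-response for 18-24 h at 37 deg C. Viability was read by CellTiter-Fluor fluorescence (Ex 405/Em 525) after 30 min, before the luciferase read.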
Nrf2 ARE act – Nrf2 pathway activation | AREc32 ARE-luciferase reporter (MCF7-derived line), luminescence, 24 h | Potency, µM (doses to about 46.1 µM), for inactives: top-dose activation, actives largely listed as activators | 410,000 compounds, 0.31% hits | AID 624171; also: potency is read from the fitted curve at half-maximal effect; % of control where 0% means no effect; nearly all actives have a fitted effect of over 65% in size
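AREc32 cells carrying an ARE-driven firefly luciferase, 1000 cells/well in OPTI-MEM with 5% FBS, dosed after overnight attachment and incubated 24 hr at 37 deg C. Steady-Glo luminescence read after 30 min at RT.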
* marks the source's active call; other numbers are inactive results; i = inactive; u = inconclusive; x = not tested or not shown; & = joins results of further samples; [ ] = another dose, or the depositor's remark. Unless noted, calls follow the shape of the dose curve; as a rule, active = well fitted curve in the direction sought with a large enough effect; inconclusive = small, poorly fitted or top-dose-only effect, or another doubt; inactive = no such curve, though single readings can be large; an effect the other way counts as inactive or inconclusive.

Below each compound – Nrf2 block, A549 tox, ATXN viability, HepG2 tox, MCF10A rereplic, TGFb inhibitor, Nrf2 ARE act, ATXN2 expr inh, IL-1B inflam inh
[1] CC(Sc1nc(-c2ccccc2)cc(C(F)(F)F)n1)C(=O)Nc1sc2c(c1C(N)=O)CCC2 (stereo not given)
  0%, 8%, i, -18%, 5%, -10%, -0.6%, -2%, 11
[2] CCOC(=O)CSc1nnc(Cc2cc(=O)[nH]c(=O)[nH]2)n1-c1cccc(OC)c1
  6%, -4%, i, -2%, -1%, 0%, 2.1%, 11%, 0
[3] CC(C)n1cc(/C=N/Nc2ccc(C(=O)O)cc2)c2ccccc21
  u, -3%, i, -25%, 16%, -8%, -2.3%, 80%[activator], 41
[4] COc1ccc(C(=O)COC(=O)c2ccccn2)cc1OC
  -6%, -1%, i, -41%, -4%, -8%, -0.4%, 3%, -5
[5] COc1ccc(S(=O)(=O)N2CCCCCC2)cc1NC(=O)CN1C(=O)NC(C)(c2ccccc2)C1=O (stereo not given)
  u, -13%, u, 4%, 3%, 0%, 0.1%, -7%, -15
[6] COc1ccc(NC(=O)CSc2nc3ccccc3n2-c2ccccc2)c([N+](=O)[O-])c1
  0%, -7%, i, -18%, 5%, -12%, -0.5%, -6%, -4
[7] COc1ccc(NC(C)=[N+](C)CCNS(=O)(=O)c2ccc(Cl)cc2)cc1
  10%, 1%, i, -16%, -36%[inhibitor], 0%, 2.1%, u, u
[8] COc1ccc(S(=O)(=O)N2CCC3(CC2)OCCN3S(=O)(=O)c2cccs2)cc1
  u, 0%, u, 0%, 14%, 6%, 0.2%, 7%, 8
[9] CCc1c(C)nc(SCC(=O)Nc2c(C)n(C)n(-c3ccccc3)c2=O)[nH]c1=O
  -12%, -20%, i, -3%, 0%, u, 0.3%, 11%, 24
[10] O=C(CCC(=O)NC1CCCCC1)Nc1cccnc1
  -23%, 0%, i, -5%, 2%, 16%, 0.6%, x, 0
[11] COCC(=O)Nc1c(C(=O)Nc2ccc3c(c2)OCO3)oc2ccccc12
  12%, 10%, i, -23%, u, 3%, 4.9%, 48%[activator], 30
[12] O=C(NCCCN1CCCC1=O)c1cccc(C(F)(F)F)c1
  -20%, 1%, i, 1%, 2%, 17%, 0.0%, 2%, -9
[13] COc1ccc(Nc2c3ccccc3nc3ccccc23)cc1
  -26%, -9%, i, -36%, -2%, u, 4.9%, u, -98*
[14] CCCN1C(=O)c2cc(C(=O)NC3CCCCCC3)ccc2C1O (stereo not given)
  u, 3%, i, -4%, u, 1%, -1.5%, 7%, 6
[15] CC(C)=CCN1CCNC(=O)C1CC(=O)NCc1nc(C)c(C)s1 (stereo not given)
  3%, 0%, i, -2%, 1%, 4%, -0.2%, 3%, -3
[16] CCOC(=O)c1c(NC(=S)Nc2ccc(C)cc2)sc2c1CCC2
  23%, 5%, i, -4%, 4%, 21%, 0.2%, -1%, 28
[17] CC1(C(=O)Nc2ccc3c(c2)OCCO3)CCN1C(=O)c1ccccc1CCc1ccccc1 (stereo not given)
  x, x, u, -2%, x, 6%, -0.3%, -15%, -24
[18] COc1cccc(Oc2nc3c(c(=O)n(Cc4ccccc4Cl)c(=O)n3C)n2C)c1
  -2%, -5%, i, 4%, x, -14%, -0.8%, 14%, x
[19] Cc1c(C(=O)Nc2ccccc2)sc2ncn(CC(=O)N3CCCCC3)c(=O)c12
  16%, -2%, i, -2%, 2%, 29%, -0.8%, 18%, 21
[20] Cc1cc(OC(C)C(=O)N(Cc2ccc(N(C)C)cc2)Cc2ccco2)ccc1Cl (stereo not given)
  12%, 2%, x, -28%, x, x, 5.7%, x, x
[21] COc1ccc(Br)cc1/C=C/C(=O)NCC(=O)O
  4%, 0%, i, -38%, 4%, 0%, -0.9%, -16%, -3
[22] CC1(C)Cc2c(sc3nc(-c4cccs4)n(N)c(=O)c23)CO1
  u, -14%, u, -9%, u, -17%, 7.4%, -15%, -12
[23] O=C(/C=C/c1ccco1)NC(=S)Nc1ccc(C(=O)O)cc1
  u, -3%, i, -9%, 7%, 0%, 12%, 55%[activator], -19
[24] CCn1c(SCC(=O)NCc2cccs2)nnc1-c1cccs1
  x, 0%, i, -10%, 1%, 13%, -0.7%, -4%, -14
[25] C/C(=N\N1CCN(c2ccccc2)CC1)c1ccncc1
  2%, -3%, i, 6%, -10%, -14%, -0.3%, -5%, -3
[26] CCOC(=O)CSc1nc(C(C)(C)C)cc(C(F)(F)F)c1C#N
  7%, 4%, i, 1%, 0%, -4%, -0.3%, 22%, 30
[27] COc1ccccc1C(=O)NCCN1CCC(n2c(=O)[nH]c3ccccc32)CC1
  x, x, i, x, x, x, -0.5%, -9%, -6
[28] O=C(/C=C/c1ccc(Cl)cc1)N(c1ccccn1)C1CCCCC1
  u, 1%, i, 1%, 19%, -6%, -0.5%, -16%, -57*
[29] COc1cccc(NC(=O)CN(C)C(=O)CSc2ccc3c(c2)OCCO3)c1
  -28%, -16%, i, -18%, -1%, -3%, -0.5%, -13%, 25
[30] Cc1nc2c(-c3ccc(F)cc3)c(C)nn2c(C)c1CCC(=O)NC(C)CCc1ccco1 (stereo not given)
  u, -3%, u, -9%, u, u, 12%, u, u
[31] Cc1cc(C)c(S(=O)(=O)NCC(c2ccc(N(C)C)cc2)N2CCOCC2)c(C)c1 (stereo not given)
  x, 2%, x, -27%, x, u, 1.2%, x, x
[32] Cc1ccc(NC(=O)c2cccc(S(=O)(=O)N3CCCc4ccccc43)c2)nc1
  10µM*, -17%, i, -35%, 16%, u, 3.6%, -33%, 0
[33] O=C(N/N=C/c1cccc(OC2CSC2)c1)c1ccccc1O
  x, -2%, i, -23%, -6%, -4%, 3.2%, 9%, 10
[34] Cc1ccc(CNC(=O)c2cccc(-n3cnnn3)c2)cc1
  19%, 11%, i, 5%, -10%, -1%, 0.1%, 0%, 0
[35] CCOCc1c(C(=O)Nc2ccc3nc(N4CCOCC4)sc3c2)oc2ccccc12
  u, -17%, i, -39%, u, -24%, -0.5%, -23%, -16
[36] O=C(COC(=O)Cc1ccc(Br)cc1)NC1CCCC1
  -6%, 1%, i, -4%, -2%, 0%, -0.1%, -2%, -6
[37] Cc1nc2ccn(Cc3cccs3)c(=O)c2cc1C(=O)Nc1ccccc1
  20%, 0%, x, -12%, x, u, 13%, x, x
[38] O=C(Cc1ccccc1)NNC(=O)C1CCN(c2ncccn2)CC1
  8%, -2%, i, 0%, 4%, 3%, -0.3%, 1%, -1
[39] CN(C)c1ccc(NC(=O)CSc2nnc(-c3cccs3)n2Cc2ccco2)cc1
  x, -19%, i, 3%, 27%, 3%, -0.7%, 3%, -18
[40] Cc1ccccc1NC(=O)CN(C)S(=O)(=O)c1cccc2nsnc12
  x, 9%, x, -11%, x, 0%, 0.4%, x, x
[41] O=C(CSc1ncnc2c1nnn2Cc1ccccc1F)NCC1CCCO1 (stereo not given)
  3%, -5%, i, -12%, u, u, u, -20%, -90*
[42] CCCNS(=O)(=O)c1cc2c(cc1Br)CCN2C(=O)CC
  11%, 3%, i, 5%, -6%, 6%, -0.3%, 3%, 12
[43] Cc1cccc(N(C)S(=O)(=O)c2ccc3c(c2)NC(=O)CC(=O)N3)c1
  -38%&-22%, -7%&1%, u, -2%&-22%, 1%, -11%&-5%, 0.2%&-0.7%, 5%, 11
[44] CCn1nc(C)c(C2C(C#N)=C(N)Oc3n[nH]c(C)c32)c1C (stereo not given)
  -4%, -1%, i, 4%, 8%, -11%, 0.8%, -21%, -5
[45] Cc1ccc(F)cc1NC(=O)COC(=O)c1ccc(S(C)(=O)=O)c([N+](=O)[O-])c1
  13%, -3%, x, -6%, x, -4%, x, x, x
[46] Cc1ccccc1N1CCN(S(=O)(=O)C[C@]23CCC(CC2NC(=O)[C@@H](N)CCS(C)(=O)=O)C3(C)C)CC1 (stereo not given in full)
  4%, -5%, i, 4%, 17%, 42%[activator], 0.7%, 4%, -8
[47] CN(C)c1ccc(C(=N)Cc2ccc3ccccc3n2)cc1
  x, x, i, -39%, x, 3%, 13%, x, 29
[48] Cc1cc(=O)oc2cc(OCC(=O)NC3CC(C)(C)NC(C)(C)C3)c(Cl)cc12
  -6%, 4%, i, -1%, 8%, -1%, 4.2%, x, u
[49] Cn1ncc2c(=O)[nH]cnc21
  4%, -1%, i, 2%, -16%, 3%, 0.5%[9.22 µM], 2%, 20
[50] CC(C(=O)N1CCN(c2ccccc2)CC1)N1C(=O)C2CC=CCC2C1=O (stereo not given)
  -7%, u, i, 2%, 5%, 50%[activator], -0.2%, -8%, 31
[51] COC(=O)c1cc(NC(=O)Cn2nc(-c3ccc(C)c(C)c3)ccc2=O)cc(C(=O)OC)c1
  -9%, -2%, i, 0%, x, 2%, 0.2%, -4%, x
[52] Cc1nn(Cc2ccccc2Cl)c2sc(C(=O)NC(C)(C)C)cc12
  -18%, -5%, i, -43%, u, -6%, 2.0%, 147%[activator], 5
[53] CCOC(=O)C(=O)N1CCC(C(=O)OC)CC1
  14%, 0%, i, -7%, 0%, 4%, -0.5%, -4%, -1
[54] CCCCC1=CC2=CC(=O)C(C)(OC(=O)CC)C(=O)C2=CN1C(CO)CO (stereo not given)
  9%, -4%, i, -2%, 0%, 3%, -1.1%, 8%, 33
[55] CCOC(=O)c1cc2c(=O)n3ccccc3nc2n(C(C)C)c1=NC(=O)c1cc2ccccc2o1
  -3%[9.27 µM], 3%, i, -5%, x, 15%, -0.8%, 14%, x
[56] COc1ccc(C(CC(=O)Nc2ccc(Br)cn2)N2Cc3ccccc3C2=O)cc1 (stereo not given)
  u, -5%, x, -15%, x, 0%, -0.3%, x, x
[57] Cc1ccc(N(Cc2ccccc2)C(=O)CN2C(=O)NC3(CCCC3)C2=O)cc1
  11%, -8%, i, -25%, -10%, -5%, 2.2%, 8%, 5
[58] CC(C)C(=O)Nc1ccc(C(=O)NNC(=O)CCCOc2ccc(Cl)cc2Cl)cc1
  -10%, -7%, i, 3%, 6%, -4%, 0.0%, -15%, 30

Screening data deposited in PubChem by National Center for Advancing Translational Sciences (NCATS).
